High-throughput results deposited in PubChem BioAssay by several laboratories.
PriA SSB inh = inhibitors of Klebsiella pneumoniae PriA binding to SSB C-terminal tail | inhibition, % at 33 µM | 430,000 compounds, 0.6% hits | AlphaScreen SSBct-PriA binding, biotinylated peptide; in the data active = inhibition mostly above about 37%, no sharp cut-off; inactive = mostly below about 20%;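 also: plate controls were negative control peptide for no effect and reference peptide for full effect; strong numbers were not always called active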
Rv3671c inh = Rv3671c (M. tuberculosis) protease inhibition. P9WHR9. inhibition, % at 5.96 µM. 320,000 compounds, 0.048% hits; in the data active = inhibition above about 38%;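 also: extracellular domain of Rv3671c used as enzyme; 0% = enzyme with DMSO and 100% = no enzyme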
Target sequence (P9WHR9 whole entry, looked up, the tested form may be a part): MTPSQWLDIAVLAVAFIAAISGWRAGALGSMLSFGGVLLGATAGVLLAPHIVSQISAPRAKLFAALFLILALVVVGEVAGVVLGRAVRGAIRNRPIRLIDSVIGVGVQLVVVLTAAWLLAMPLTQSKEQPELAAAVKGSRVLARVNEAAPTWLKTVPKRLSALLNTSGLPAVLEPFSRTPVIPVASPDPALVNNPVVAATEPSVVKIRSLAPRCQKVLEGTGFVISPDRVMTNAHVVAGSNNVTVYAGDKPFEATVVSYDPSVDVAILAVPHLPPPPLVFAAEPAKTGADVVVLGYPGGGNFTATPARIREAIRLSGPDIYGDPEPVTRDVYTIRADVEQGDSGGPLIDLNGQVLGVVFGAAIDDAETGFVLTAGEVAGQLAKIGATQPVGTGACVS
MazF activator = MazEF (E. coli) toxin RNase activation. P0AE70. FAM/BHQ RNA-DNA oligo cleavage fluorescence, 5 h. activation, % at 20 µM. 350,000 compounds, 0.32% hits. AID 504720; in the data active = activation above about 50%
Target sequence (P0AE70 whole entry, looked up): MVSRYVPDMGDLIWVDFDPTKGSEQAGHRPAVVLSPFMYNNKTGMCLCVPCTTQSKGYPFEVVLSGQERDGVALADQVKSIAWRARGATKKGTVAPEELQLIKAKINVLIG
PfHsp40 yeast = compounds rescuing yeast from Plasmodium falciparum HSP40 toxicity; S. cerevisiae expressing PfHsp40, growth rescue, ATP luminescence; growth rescue, % at 12.5 µM; 340,000 compounds, 0.68% hits; in the data active = growth rescue above about 28%, passing the limit was not always enough;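 also: yeast W303a lacking pdr1 and pdr3 grown in galactose medium; growth measured after three days at 30 °C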
Y pestis TopoI = inhibitors of Yersinia pestis topoisomerase I | Y. pestis Topo-I cleavage product accumulation, plate reader | activity, % at 10 µM | 360,000 compounds, 0.064% hits | AID 504884; in the data active = activity above about 50%, passing the limit was not always enough; also: inactives centre near 2
BH1578 lux ind = induces V. cholerae light production without autoinducers; V. cholerae BH1578 lux reporter, luminescence, 6 h; activation, % at 18.7 µM; 350,000 compounds, 0.16% hits; AID 588436; in the data active = activation mostly above about 9.7%, no sharp cut-off; also: not every result past the cut was called active; inactives centre near 0; reference of the scale not given here
3CLpro inhibitor = SARS-CoV 3CLpro protease inhibition; P0C6X7; recombinant SARS-CoV 3CLpro, quenched FRET peptide cleavage; inhibition, % at 6 µM; 290,000 compounds, 0.14% hits; in the data active = inhibition above about 12%
Anthrax LF prot = anthrax lethal factor protease inhibition; P15917; multiplex microsphere protease cleavage assay, LF; inhibition, % at 10 µM; 360,000 compounds, 0.12% hits; in the data active = inhibition above about 30%; also: plate controls were buffer without enzyme for full effect and enzyme alone for no effect
TcdB inh = inhibitors of Clostridioides difficile toxin B glycohydrolase. P18177. TcdB glycohydrolase enzymatic assay, plate reader. inhibition, % at 9.99 µM. 350,000 compounds, 0.24% hits. AID 652162; in the data active = inhibition above about 10%
DUSP3 inh = DUSP3 (human) phosphatase inhibition | P51452 | recombinant VHR phosphatase, pNPP absorbance | inhibition, % at 13.3 µM | 290,000 compounds, 0.52% hits | AID 1654; in the data active = inhibition above about 50%; also: some compounds called inactive have numbers as strong as hits
Target sequence (P51452 whole entry, looked up): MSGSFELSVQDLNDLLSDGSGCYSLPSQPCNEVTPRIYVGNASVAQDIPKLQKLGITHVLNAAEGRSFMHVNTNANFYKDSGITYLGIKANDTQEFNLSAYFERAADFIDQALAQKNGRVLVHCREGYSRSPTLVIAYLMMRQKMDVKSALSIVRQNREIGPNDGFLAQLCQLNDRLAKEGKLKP
* marks the source's active call; other numbers are inactive results; i = inactive; / = not tested or not shown; & = joins results of further samples. Not all compounds are listed; the hit share may differ from the screen's.

SMILES	PriA SSB inh	Rv3671c inh	MazF activator	PfHsp40 yeast	Y pestis TopoI	BH1578 lux ind	3CLpro inhibitor	Anthrax LF prot	TcdB inh	DUSP3 inh
COc1ccc(N(CC(O)CN2CCOCC2)S(=O)(=O)c2ccccc2)cc1 (stereo not given)	-1.8	2.8	6.1	0.2	5.3	-0.6	4.4	-2.9	2.5	6.4
COc1ccc2[nH]c(O)c(N=NC(=O)c3ccc(NS(=O)(=O)c4cccs4)cc3)c2c1	-5.8	11.0	5.5	-0.4	-0.8	i	/	1.9	0.7	/
Cc1cc(C)c(S(=O)(=O)Nc2ccccc2C(=O)N2CCCC2)c(C)c1	-8.1	6.4	2.5	-0.6	1.9	i	0.7	/	0.6	14.4
CCOC(=O)C1=C(O)/C(=C\c2sccc2C)N=C1C	-4.8	0.1	1.8	-2.2	-10.0	-0.2	-2.5	0.6	1.8	5.7
O=c1[nH]c2cc(C(F)(F)F)ccc2n1-c1cc(C(F)(F)F)ccc1O	-1.5	-26.0	-8.9	-0.1	-4.5	i	/	5.9	3.4	/
CC(=O)Nc1ccc(N2C(C(C)=O)=NN(c3ccc(Cl)cc3)C2c2sccc2C)cc1 (stereo not given)	10.9	1.4	-52.3	1.1	-2.1	-0.4	3.6	-14.8	/	13.3
Cc1ccc(S(=O)(=O)c2c[nH]c3ccc(Cl)cc3c2=O)cc1	-4.0	-0.7	2.6	-1.6	8.9	i	0.3	-3.2	-0.5	23.6
CCOc1cc(/C=N\NC(=O)c2c(C)nc3ccccn23)ccc1O	/	-2.6	2.7	0.5	-5.6	i	1.2	-12.4	4.2	4.1
Cc1n[nH]c(=O)c2c(NC(=O)CSc3nnc(C4CC4)n3C)oc(C)c12	-8.9	3.6	1.5	-0.7	-3.1	i	/	-4.4	3.7	/
COc1ccccc1N(CC(=O)NCc1ccccn1)S(C)(=O)=O	0.2	-8.4	9.0	-1.6	0.1	i	-2.3	2.6	0.1	2.3
CC1Cc2cc(S(=O)(=O)N3CCCC(C(=O)N4CCCCC4)C3)ccc2N1C(=O)C1CC1 (stereo not given)	3.2	2.1	10.4	-0.7	14.3	-2.6	-1.4	-3.0	-1.0	17.8
COc1ccc(NC(=O)c2cccc(Oc3ccc([N+](=O)[O-])cc3Cl)c2)cc1	8.0	-29.3	-2.0	20.8	-9.6	-0.3	-1.5	-0.7	1.1	1.3
CC[C@@]12C(=O)N(c3cccc(Cl)c3)C(=O)N1[C@H](c1ccc(Br)cc1)[C@@H]1C(=O)N(C(C)(C)C)C(=O)[C@@H]12	-14.1	0.8	-0.2	-0.4	0.0	i	/	1.3	1.0	/
O=C(NNC(=O)c1cccc(Cl)c1)NNC(=O)c1cccc(Cl)c1	-11.9	6.9	-14.6	0.2	-7.7	-2.9	/	-6.3	0.7	/
CCCOc1ccc2oc(=O)c3c(c2c1)CCCN3C(=O)CN(C)Cc1ccccc1	-7.9	-11.9	7.2	-0.7	28.4	i	1.3	-6.3	/	27.9
Cc1ccc(NC(=O)C2CCN(S(=O)(=O)c3cccs3)CC2)c(O)c1	2.8	1.5	-1.6	-0.3	2.0	-0.8	-1.9	-2.9	2.9	19.2
Cc1nnc(SCC(=O)NC(C)c2ccccc2)[nH]c1=O (stereo not given)	-16.1	-2.2	-3.0	0.2	0.5	1.7	1.2	-2.1	/	23.8
C[C@@H]1CN([C@@H](C)CO)S(=O)(=O)c2ccc(C#Cc3cccc(F)c3)cc2O[C@@H]1CN(C)CC1CC1	/	/	0.5	/	16.1	-0.4	/	-6.9	0.0&-0.9	/
CN1CCN(NC(=O)c2ccc(COc3ccccc3Br)o2)CC1	-9.4	1.6	7.9	-0.1	1.0	-0.3	3.9	0.5	-7.1	-3.4
COc1ccc(CCNC(=O)Cc2nn(C)c(=O)c3ccccc23)cc1OC	0.6	1.5	-6.5	0.9	-5.9	i	-4.2	3.4	/	2.0
CCCc1nn(C)c(C(=O)Nc2ccc3ccccc3c2)c1Cl	-6.7	-7.3	-3.3	-1.1	18.4	-0.2	-2.4	0.2	/	-11.3
Cc1ccc2nc(NC(=O)c3ccc(NS(=O)(=O)c4cccs4)cc3)sc2c1	-1.7	-66.4	-3.5	-0.8	-5.1	-0.2	4.6	1.7	-0.7	55.6*
CC(C)COc1ccc(C(=O)Nc2ccc(NC(=O)c3ccco3)cc2)cc1	8.6	-6.3	5.4	-1.7	-3.9	-0.9	-0.2	8.9	/	13.0
Cc1cc(C)cc(NC(=O)Cn2ncn3c(cc4ccccc43)c2=O)c1	-10.2	-10.9	-11.9	-0.5	-1.2	17.9*	5.2	-0.1	1.0	24.9
CC(=O)N1N=C(c2ccccc2)CC1c1ccc2c(c1)OCO2 (stereo not given)	-17.5	-1.0	2.5	-1.8	2.6	-1.7	2.9	2.1	0.2	-3.0
Cc1ccn2c(NC(=O)c3cccs3)c(-c3ccccc3)nc2c1	-7.2	-3.8	1.0	0.5	-0.7	-0.6	0.8	0.4	/	12.6
C/C(=C\c1ccc(Br)cc1)C(=O)c1c(C)cc(C)[nH]c1=O	-1.6	/	2.9	-1.2	15.3	-1.4	-0.2	-10.2	1.1	9.4
Cc1ccccc1OCC(=O)Nc1ccccc1-c1ccccc1	-22.6	9.2	-8.1	2.9	-6.4	-0.2	/	-9.5	-0.1	/
Nc1cc(=O)nc(SCC(=O)Nc2cccc3ccccc23)n1CCc1ccccc1	-4.5	-16.8	-8.9	0.2	8.2	-0.2	1.7	0.5	/	37.0
COc1ccc(Nc2cc(C)nc3ncnn23)c(OC)c1	-9.5	1.8	5.9	-1.1	4.4	-0.4	-0.7	-6.9	0.3	25.0
Cc1ccc(NC(=O)c2noc3c2CCc2ccccc2-3)cc1	-11.3	-13.1	-5.2	2.0	4.3	1.5	2.3	2.2	/	-12.9
CC(C)(CO)NC12CC3CC(CC(C3)C1)C2	-5.3	8.4	5.1	0.8	1.4	i	0.2	-4.3	0.5	10.6
CNC(=O)c1cccc2nc3ccccc3nc12	-1.2	3.4	4.9	0.1	0.5	-0.6	1.7	/	0.2	13.1
O=C1OC2(CCCCC2)OC(=O)C1=CNc1nc2ccccc2s1	-22.3	4.2	-0.5	-0.2	9.2	i	1.6	-6.6	/	8.3
CC(=O)c1ccc(OCc2cc(C(=O)N3CCCCCCC3)no2)cc1	20.4	/	7.5	0.5	2.5	i	-2.2	1.1	-2.5	-1.9
CC(=O)Nc1ccc(NS(=O)(=O)c2cc(C)sc2C)cc1	-12.9	-3.1	-19.4	1.0	-0.8	-0.6	3.7	0.9	/	16.6
CCCCc1c(O)c2ccccc2[nH]c1=O	-5.3	2.9	1.7	1.3	-9.0	-2.9	-2.2	-0.2	/	10.5
Cc1ccc(O)c(-c2cc3ccccc3[nH]2)c1	17.1	5.4	1.9	-0.6	-5.5	-5.3	6.4	-6.8	/	19.7
Cc1cccc(-c2nc3ccccc3c3nncn23)c1	-1.2	-0.4	-11.6	-1.3	-3.1	3.3	-5.9	-3.7	/	39.7
CCOC(=O)CNC(=O)Cn1cnc2sc(C)c(S(=O)(=O)N3CCC(C)CC3)c2c1=O	-5.0	-0.4	4.5	1.4	-7.1	10.5	3.4	-2.5	/	-0.3
COc1ccc(S(=O)(=O)n2oc(=O)cc2-c2ccccc2)cc1	-13.1	10.6	-1.8	0.0	14.0	6.2	1.2	-1.9	/	2.6
Cn1c(/C(C#N)=N/O)nc2ccccc21	/	-10.2	5.0	0.6	-10.3	/	0.0	-0.2	/	20.4
O=C(CSc1nnnn1Cc1ccccc1)N1CCN(c2ccccc2)CC1	-9.8	-11.1	0.2	0.4	2.9	3.8	-5.3	-2.9	/	20.6
C=CCc1cc(C=O)cc(OCC)c1OCc1ccc(Cl)cc1	-24.4	11.0	-1.1	-1.3	41.5	i	0.5	-1.5	1.3	-7.9
COc1cccc2cc(C(=O)NCc3ccc(F)cc3)c(=N)oc12	-3.1	-4.4	11.0	0.9	5.5	i	-1.5	0.8	0.2	23.6
CC1=C(C(=O)OCc2ccccc2)N2C(=O)[C@@H](NC(=O)COc3ccccc3)[C@H]2SC1	-8.2	2.0	-8.3	0.4	30.2	-3.7	-4.5	-3.1	-0.4	1.1
O=C(COC(=O)CC1CC2CCC1C2)NCc1ccc(F)cc1 (stereo not given)	-13.4	1.7	-0.1	2.8	25.8	i	/	-0.6	1.2	/
COc1cc(C[C@H](C)[C@H](C)Cc2ccc3c(c2)OCO3)ccc1O	-0.2	4.9	1.2	12.3	19.0	i	/	1.5	/	18.7
Cc1ccnc(NC(=O)CCCOc2ccccc2)c1	-3.2	4.2	-1.7	0.4	0.0	i	4.2	-0.4	0.5	2.0
CCOC(=O)N1CCC(N2CCN(Cc3ccc(C)o3)C(CCO)C2)CC1 (stereo not given)	-6.9	3.9	7.0	0.4	1.6	-0.8	-2.0	-0.3	0.7	16.4
CCOc1ccc(NC(=O)CSc2nc3cccnc3n2CCOC)cc1	-0.8	2.4	3.2	0.0	1.1	i	1.6	-0.6	/	-3.7
CCCCCCN1C[C@@H](n2cc(COC(=O)c3ccccc3)nn2)[C@H](O)C[C@@H]1c1ccc(OC)cc1	/	/	-9.2	/	33.4	-0.6	/	-2.3	1.1	/
COc1ccc(-c2nnc(C)c3nocc23)cc1	-2.1	-0.7	-1.6	2.8	-4.1	i	1.4	10.0	3.0	-2.4
Cn1c(SCC(=O)NCc2ccc3c(c2)OCO3)nnc1-c1cccs1	7.4	-1.7	3.2	0.0	-1.4	i	-0.3	4.2	/	1.0
COC(=O)c1sc2nc(C)nc(SCC(=O)N3CCC(C(=O)O)CC3)c2c1C	-0.4	10.0	1.5	-0.5	6.1	-0.4	0.3	-1.2	-0.6	17.8
Cc1ccc(S(=O)(=O)N2CCC(C(=O)NCc3ccccc3Cl)CC2)cc1	9.5	10.6	-0.7	-0.4	-3.5	-0.2	-2.8	-5.1	/	-6.7
CCOC(=O)C1CCN(C(=O)COC(=O)c2oc3ccccc3c2C)CC1	-19.1	-1.8	-2.0	0.0	12.6	-1.4	/	-2.5	-0.7	/
CC(C)(C)NC(=O)Cn1c(SCC(=O)NC2CCCC2)nc2ccccc21	-3.1	0.2	12.1	-0.3	4.0	-1.2	-1.6	-0.4	1.1	14.4
Cc1ccc(NC(=O)C/C(N)=N/OC(=O)Nc2cccc(Cl)c2)cc1	/	-8.4	1.6	0.2	-2.3	i	/	0.6	0.3	/
CN(Cc1cnccn1)C(=O)CC1C(=O)NCCN1CC(c1ccccc1)c1ccccc1 (stereo not given)	-7.3	4.4	-7.9	0.9	-2.6	-0.3	1.9	-4.3	-0.2	21.9
Cc1ccc(C(=O)OCCc2sc[n+](Cc3ccccc3)c2C)cc1	16.1	-5.1	1.2	4.3	-8.6	0.1	3.8	-0.8	0.5	13.3
C#CCNC(=O)C1=C[C@H](C2CCCCC2)C[C@H](OCCCCO)O1	8.8	3.7	5.7	0.6	16.3	-0.9	-0.8	-8.3	-0.5&1.2	13.9
Cc1onc(-c2ccccc2Cl)c1C(=O)OCC(=O)c1ccccc1	-47.6	-6.0	0.2	1.5	9.4	-0.5	3.1	-5.2	1.2	33.8
